AmpC inh det – inhibitors of E. coli AmpC beta-lactamase with detergent. purified AmpC, nitrocefin hydrolysis with detergent. Potency, µM (series often up to 28.7 µM), inactives show at the highest dose activity change, negative = inhibition. AID 584. P00811. 71,000 tested, 0.09% active; active means well fitted curve in the direction sought with a large enough effect
Target sequence (P00811 whole entry, looked up): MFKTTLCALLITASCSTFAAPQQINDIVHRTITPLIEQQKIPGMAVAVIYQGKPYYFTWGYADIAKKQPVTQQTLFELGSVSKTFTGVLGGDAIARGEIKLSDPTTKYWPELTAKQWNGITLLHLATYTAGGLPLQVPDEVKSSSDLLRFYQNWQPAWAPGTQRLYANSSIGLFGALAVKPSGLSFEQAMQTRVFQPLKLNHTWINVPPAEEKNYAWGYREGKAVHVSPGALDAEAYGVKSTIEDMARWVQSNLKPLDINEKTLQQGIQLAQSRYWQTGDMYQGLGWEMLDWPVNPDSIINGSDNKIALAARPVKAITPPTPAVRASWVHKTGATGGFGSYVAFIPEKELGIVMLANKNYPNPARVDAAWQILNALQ
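E. coli AmpC (5.3 nM) in 20 mM phosphate pH 7.0 with 0.01% Triton X-100, preincubated 15 min RT with compound; nitrocefin (2 uL of 800 uM stock) hydrolysis followed by 480 nm absorbance every 20 s over 4 min.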
* marks the source's active call; other numbers are inactive results; [ ] = remark or other dose. On the % scale 0 is the no-effect control and ±100 the full control effect; potency means the concentration at half of the fitted maximal effect. Not all compounds are listed; the hit share may differ from the screen's.

SMILES | AmpC inh det
CCCCC(=O)Nc1nnc(C)s1 | -1%
COc1ccc(CCNS(=O)(=O)c2cn(C)c(=O)n(C)c2=O)cc1OC | 10%
Fc1ccc(Nc2nc(-c3cccnc3)nc3ccccc23)cc1 | 8%
CCOC(=O)c1sc2nc(CSCC(=O)OCc3ccc(C(=O)OC)o3)[nH]c(=O)c2c1C | -4%
CN(C1CCCCC1)S(=O)(=O)c1ccc(NC(=O)C2CCCCC2C(=O)O)cc1 (stereo not given) | -8%
Cc1cc(NC(=O)Cn2nc(C(F)(F)F)c3c2CCC3)no1 | -6%
CNc1ccnc(-c2ccccc2OC)n1 | 8%
CCOC(=O)c1cnc(-n2nc(C)cc2C)nc1NC1CCCCC1 | -4%
CCC(OC(=O)c1cccs1)C(=O)NC1CCCCC1 (stereo not given) | 13%
COc1cc(OC)cc(-c2nc(N)n[nH]2)c1 | -3%
CN1C(=O)CC(N2CCN(c3ncccn3)CC2)C1=O (stereo not given) | 0%
Cc1onc(-c2ccccc2Cl)c1C(=O)Nc1ccc(-n2nncc2-c2ccco2)cc1 | -1%
COc1ccccc1-c1ccc(Nc2cccc(C(C)=O)c2)nn1 | -4%
Cc1ccc(-n2nnnc2SCC(=O)c2cc(C)n(CC3CCCO3)c2C)cc1 (stereo not given) | -5%
Cc1ccc(C)c(Cc2c(C)nc3c(C(=O)N4CCOCC4)cnn3c2C)c1 | -1%
CCn1c(=O)cc(SCC(=O)NCc2ccc3c(c2)OCO3)c2ccccc21 | 2%
COc1ccc(C(C)=O)cc1COC(=O)c1cnc(C)cn1 | 14%
C=C(C)CSc1nnc(CCNC(=O)OC(C)(C)C)o1 | 0%
Cc1cc(C)n(C(CC(=O)O)C(=O)O)n1 (stereo not given) | -4%
CCCC(=O)c1c(O)[nH]c(=O)[nH]c1=O | 12%

Overlap with the part before: 5 compounds; new compounds follow.
SMILES | AmpC inh det
CCn1c(=O)cc(SCC(=O)NCc2ccc3c(c2)OCO3)c2ccccc21 | 2%
COc1ccc(C(C)=O)cc1COC(=O)c1cnc(C)cn1 | 14%
C=C(C)CSc1nnc(CCNC(=O)OC(C)(C)C)o1 | 0%
Cc1cc(C)n(C(CC(=O)O)C(=O)O)n1 (stereo not given) | -4%
CCCC(=O)c1c(O)[nH]c(=O)[nH]c1=O | 12%
N#CCCn1c(=O)c(-c2ccccc2)nc2cnc(OCc3ccccc3)nc21 | 1%
CC1Cc2ccccc2N1C(=O)c1cc2c(=O)n3ccccc3nc2n1C (stereo not given) | 4%
CCOC(=O)c1ccccc1N | 14%
Cc1cnc(NC(=O)CSc2nnc(Cc3ccccc3)o2)s1 | -3%
ClC1=C(Cl)C(Cl)(Cl)C(Cl)=C1Cl | 10%
COC(=O)CSc1nnc2c(C)cc3cc4c(cc3n12)OCCO4 | -3%
Cn1c(O)c(C=NCCc2c[nH]c3ccccc23)c(=O)n(C)c1=O | 9%
CC(=Nc1ccc2c(c1)CCC2)c1c(O)n(C)c(=O)n(C)c1=O | -6%
O=C(CSc1nnc(-c2ccc3c(c2)OCCO3)o1)N1CCCC1 | 12%
O=C(CCCC(=O)N(CC(=O)NC1CCCC1)C1CCCC1)Nc1ccccn1 | -1%
C/C(=C\CNc1ncnc2nc[nH]c12)CO | 4%
CC(C)(C)n1nnnc1C(c1cc2cc3c(cc2[nH]c1=O)OCO3)N1CCN(c2ccccc2)CC1 (stereo not given) | 0%
CCc1ccc(NC(=O)NCCN2CCc3ccccc3C2)cc1 | -2%
COc1cc(-c2cc(OC)c3c(C)oc(C)c3c(=O)c2)ccc1O | 11%
COc1ccc(NCc2nnc(SCC(=O)Nc3cc(C)cc(C)c3)o2)cc1 | -3%
COCCNC(=O)c1ccc(NS(C)(=O)=O)cc1 | -1%
CC(CN1CCCCC1)OC(=O)c1ccc(Cl)cc1 (stereo not given) | 0%
Cc1ccc(N2C(=O)c3ccc(C(=O)N4CCN(c5ccccc5F)CC4)cc3C2=O)cc1 | 11%
CSc1cccc(NC(=O)c2ccco2)c1 | -2%
O=C(CCC1CCCCC1)N1CCN(Cc2ccc3c(c2)OCO3)CC1 | -3%
O=C(NCc1ccco1)c1cc2nc(-c3ccc4c(c3)OCO4)cc(C(F)(F)F)n2n1 | 4%
CC(=O)O[C@@H]1CN2CCC1CC2 | -5%
CC(C)n1c(N2CCN(CC(=O)Nc3ccc4c(c3)OCCO4)CC2)nc2ccccc21 | -1%
Cc1nc2cnc(Oc3cccc(Cl)c3)nc2n(C[C@H]2CCCO2)c1=O | 0%
COc1ccc(OC)c(NC(=O)C2C3CCC(C3=C(C)C)C2C(=O)O)c1 (stereo not given) | 3%
CC(C)Oc1ccc2c3c(c(=O)oc2c1)CCC3 | 5%
COc1ccc(-c2cc(C(F)(F)F)n3nc(C(=O)N4CCCCC4)cc3n2)cc1 | 10%
COc1nc(OC)nc(N2CCC(NC(=O)C(Cc3ccc(C(C)C)cc3)NC(C)=O)CC2)n1 (stereo not given) | 8%
CCOC(=O)N1CCN(C(=O)C(C)N(c2ccc(Oc3ccccc3)cc2)S(C)(=O)=O)CC1 (stereo not given) | -2%
[O-][N+]1=c2ccc(Nc3ccccc3)cc2=NC12CCCCC2 | 12%
Cn1cc(C(=O)c2ccc(F)cc2)cc1-c1nc2ccccc2n1C | -2%
Cc1cc(C)n(-c2nc(-c3cccc(Cl)c3)cs2)n1 | -2%
O=C1CN(C(=O)CC2c3ccccc3-c3ccccc32)CC(=O)N1 | -2%
CCNCC(O)COCC(O)CNCC (stereo not given) | 17%
Cc1ccc(N2C(=O)c3n[nH]c(C)c3C2c2ccco2)cc1 (stereo not given) | -1%
O=S(=O)(CCN1CCN(C(c2ccccc2)c2ccccc2)CC1)C(F)(F)F | 10%
COc1ccc(NC(=O)N(CCN2CCCC2)Cc2cc3cc(OC)c(OC)cc3[nH]c2=O)cc1 | 1%
COC(=O)c1ccc(C(NC(=O)OCc2ccccc2)/C(=C/[C@@H](C)C(=O)NCC2CC2)c2cccnc2)cc1 (stereo not given in full) | 17%
c1cc(-n2cnnn2)ccc1NC1=NCCC1 | -5%
Cc1cc(C)nc(N(C#N)Cc2ccccc2Cl)n1 | 14%
CCCCCCn1c(NCC)nc2c1c(=O)n(C)c(=O)n2C | 16%
Cc1cc(C)nc(SCCc2ccncc2)n1 | 14%
COc1ccc2nc(NC(=O)CSc3nnc4n3C(C)(C)Cc3ccccc3-4)sc2c1 | -4%
CN(Cc1ccco1)c1cc(-c2ccc3c(c2)OCO3)ncn1 | 13%
O=C(CN(CCc1ccccc1)C(=O)CN1C(=O)COc2ccccc21)NCc1ccco1 | 12%
CCN(CC)CCCN(Cc1cc2cc(OC)ccc2[nH]c1=O)C(=O)Nc1ccc(F)cc1 | -2%
CC1=CC(=O)c2ccccc2C1=O | -3%[12.8 µM]
O[C@H](CNc1ccccn1)c1ccccc1 | -4%[5.75 µM]
Clc1ccc(OCc2nn3c(-c4ccco4)nnc3s2)c(Cl)c1 | -3%
Oc1ccc(Cl)cc1Cl | 11%
Cc1cccnc1NC(=O)c1c(O)c2cccc3c2n(c1=O)CCC3 | -3%
CC1CCN(CCCNC(=O)C2CCN(S(=O)(=O)N3CCCCC3)CC2)CC1 | 1%
N#Cc1nc(Cc2cccc3ccccc23)oc1NCc1ccc(F)cc1 | -3%
COCCN(C(=O)c1csnn1)C(C(=O)NC(C)(C)C)c1cccc(OC)c1 (stereo not given) | 2%
COc1ccc(C(=O)c2no[n+]([O-])c2C(=O)c2ccc(OC)cc2)cc1 | -5%
O=c1cc(-c2c(F)c(F)c(F)c(F)c2F)oc2c(F)c(F)c(F)c(F)c12 | -5%
O=C(c1ccco1)N1CCN(C(c2cccs2)c2sc3ncnn3c2O)CC1 (stereo not given) | 10%
COc1ccccc1N1CCN(CCNC(=O)Nc2cccc(C)c2C)CC1 | -4%
O/N=C1\CCC\C1=C/c1ccco1 | 9%
Cc1cc(C)n2nc(SCC(=O)c3cc(C)n(-c4cc(C)on4)c3C)nc2n1 | -3%
Carrying on:
SMILES | AmpC inh det
COc1ccc(-n2nc(C(=O)NCC(=O)NCC3CCCO3)c3ccccc3c2=O)c(OC)c1 (stereo not given) | -3%
CCOC(=O)C1CCN(S(=O)(=O)c2cc(Br)cc3c2N(C(C)=O)C(C)C3)CC1 (stereo not given) | -6%
Cn1c(COc2ccc(Cl)cc2)nnc1SCC(=O)NC1CCCCC1 | 7%
COc1ccc(NC(=O)C(NS(=O)(=O)c2ccc3c(c2)CCCN3C(C)=O)C(C)C)c(OC)c1 (stereo not given) | 0%
Cc1ccc(S(=O)(=O)NCCOCCNS(=O)(=O)c2ccc(C)cc2)cc1 | -4%
COc1ccc(C(=O)Nc2ccccc2)cc1S(=O)(=O)Nc1cc(C)on1 | -3%
COc1ccc(C2=NOC(C(=O)NCc3ccc(F)cc3)C2)cc1 (stereo not given) | -3%
CC(=O)NC12CC3CC(C1)CC(C(=O)OCC(=O)Nc1ncc(Cl)cc1Cl)(C3)C2 | -1%
Cn1cccc1Cc1nnc(SCC(=O)NCc2ccccc2Cl)n1-c1ccc(F)cc1 | 6%
CCOc1ccc2c(c1)c1nnc(SCC3CCCO3)nc1n2C (stereo not given) | -1%
Cc1cccc(NC(=O)CN2C(=O)COc3ccc(Cl)cc32)c1 | 24%
O=C(CSc1cccc2cccnc12)N1CCCC1 | -1%
CN(C)CCN(Cc1ccc(Cl)cc1)c1ccccn1 | 0%[12.8 µM]
CCOC(=O)C1CCN(S(=O)(=O)c2c(C)n(C)c(=O)n(C)c2=O)CC1 | 11%
CN(C)c1nc2ccccc2c(N)c1-c1ccccc1 | 0%
COC(=O)c1[nH]c2ccccc2c1NC(=O)CN1CCCCCC1 | -2%
CCOc1ccc(-c2cc(NC(=O)Cn3ncc4c3-c3ccccc3OC4)on2)cc1OCC | 11%
Cc1ccc(C)c(C(=O)CSc2nnnn2-c2cccnc2)c1 | 1%
CO[C@H]1C[C@@H](O[C@@H]2[C@H](C)[C@H](O[C@@H]3O[C@@H](C)C[C@@H](N(C)C)[C@@H]3O)[C@H](C)C[C@]3(CO3)C(=O)[C@H](C)[C@H](O)[C@H](C)[C@H](C)OC(=O)[C@@H]2C)O[C@@H](C)[C@H]1O | -1%[12.8 µM]
Cc1ccc2nc(Cc3ccc(N)cc3)oc2c1 | 2%

A few values from the list.
Under AmpC inh det, O=C(CSc1cccc2cccnc12)N1CCCC1 has -1%
Under AmpC inh det, Cn1cccc1Cc1nnc(SCC(=O)NCc2ccccc2Cl)n1-c1ccc(F)cc1 has 6%
Under AmpC inh det, CN(C)CCN(Cc1ccc(Cl)cc1)c1ccccn1 has 0%[12.8 µM]

Looked up one by one from the list above, four records:
SMILES | AmpC inh det
CCOC(=O)C1CCN(S(=O)(=O)c2cc(Br)cc3c2N(C(C)=O)C(C)C3)CC1 (stereo not given) | -6%
Cn1cccc1Cc1nnc(SCC(=O)NCc2ccccc2Cl)n1-c1ccc(F)cc1 | 6%
O=C(CSc1cccc2cccnc12)N1CCCC1 | -1%
COc1ccc(C2=NOC(C(=O)NCc3ccc(F)cc3)C2)cc1 (stereo not given) | -3%

Other compounds.
SMILES | AmpC inh det
Cc1cc(SCC(=O)N2CCCC2)nc2ccccc12 | -1%
CC1CN(c2nc3ccccc3nc2C(C#N)C(=O)NC2CCCCC2)CC(C)O1 (stereo not given) | 15%
CCOC(=O)N1CCN(c2c(NCC3CCN(Cc4cccc(C)c4)CC3)c(=O)c2=O)CC1 | 15%
COCCN(CC(=O)NC1CCCCC1)C(=O)CSc1nc2ccccc2o1 | 8%
CCOC(=O)C(NC(=O)CC)(Nc1sc2c(c1C(=O)OC)CCN(C)C2)C(F)(F)F (stereo not given) | -4%
O=C(O)CCC/C=C\C[C@@H]1CO[C@H](C(F)(F)F)O[C@@H]1c1ccccc1O | 0%
CC(Oc1ccc(Cl)cc1Cl)C(=O)Nc1ncccn1 (stereo not given) | 9%
COc1ccc(-n2nnnc2Sc2ccc(S(=O)(=O)N3CCOCC3)cn2)cc1 | 0%
O=C(CCc1nc(-c2ccccc2F)no1)NCCN1CCc2ccccc2C1 | -2%
COCCNc1nc(-c2cccc(NS(C)(=O)=O)c2)nc2ccccc12 | 4%
CCNc1nc(OCCNS(=O)(=O)c2cc(C)ccc2C)nc(N(C)C)n1 | 1%
Cc1cc(NC(=O)CSc2nc3ccccc3c(=O)n2Cc2ccccc2)no1 | -2%
Cc1ccc(-c2noc(-c3ccccc3C(=O)N3CCN(C)CC3)n2)cc1 | -4%
CCOC(=O)c1ccc(NC(=O)c2cccc(S(=O)(=O)N3CCOCC3)c2)cc1 | -1%
O=C(Nc1ncccn1)c1cccs1 | -2%
CC1(C)CC(CC(=O)Nc2ccccn2)C(=O)O1 (stereo not given) | -1%
CCC(=O)c1ccc(OCC(=O)N2CCc3cc(OC)c(OC)cc3C2)cc1 | -5%
Cc1csc(NC(=O)C2CCC(C)(C(=O)O)C2(C)C)n1 (stereo not given) | 1%
COC(=O)CNC(=O)C1(C)C=CC2(CCCCC2)N1C(C)=O (stereo not given) | 15%
O=c1c(CCc2ccccc2)nc2cncnc2n1Cc1ccccc1 | -6%

Four entries from above, with each value named.
SMILES: CC1(C)CC(CC(=O)Nc2ccccn2)C(=O)O1 (stereo not given)
  AmpC inh det = -1%
SMILES: CCC(=O)c1ccc(OCC(=O)N2CCc3cc(OC)c(OC)cc3C2)cc1
  AmpC inh det = -5%
SMILES: Cc1csc(NC(=O)C2CCC(C)(C(=O)O)C2(C)C)n1 (stereo not given)
  AmpC inh det = 1%
SMILES: COC(=O)CNC(=O)C1(C)C=CC2(CCCCC2)N1C(C)=O (stereo not given)
  AmpC inh det = 15%

New compounds follow.
SMILES | AmpC inh det
O=C(Nc1ccc2nn(-c3ccccc3)nc2c1)c1cccnc1 | -2%
CC(=NCc1ccc2c(c1)OCO2)C1=C(O)c2ccccc2C1=O | 1%
Cc1ccnc(SCCn2c(Br)nc3c2c(=O)[nH]c(=O)n3C)n1 | -1%
CCN(CC)CCCNC(=O)c1sc2nc(-c3ccc(F)cc3)cn2c1C | -3%
CC(C)CC(c1nnnn1C1CCCC1)N1CCN(c2ccccc2F)CC1 (stereo not given) | 9%
c1ccc(-c2nnc(CSc3nnc(-c4cccs4)o3)o2)cc1 | -1%

High-throughput results as filed in PubChem.
